CaV13 ICDI inh: Disruptors of the CACNA1D IQ motif to Ca2+-dependent inactivation inhibitor domain association, primary screening, Förster resonance energy transfer in intact living …. HEK cells, CFP/YFP FRET ICDI-IQ, plate reader, 10 min; percent FRET-ratio fall versus neutral wells. inhibition, % at 12.3 µM. 0.098% of 340,000 active. AID 743397;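 active means mean replicate inhibition of at least 30% and at least 1% of replicates passing that level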;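 further: 0% = median of the neutral control wells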
TRPM1 prom inh: MITF TRPM1 promoter inhibition in SK-MEL-5 cells. SK-MEL-5 TRPM1 promoter luciferase, 24 h. 0.83% of 330,000 active. inhibition, % at 12.5 µM;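 active means mean inhibition across replicates of 60% or more, whatever share of single replicates reaches that level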; further: values of inactives mirror those of a sister screen read the other way
Vif imaging: inhibitors of HIV Vif | inhibition, % at 7.49 µM | AID 602346 | HEK293T cells, Vif self-association by quenched fluorescence, imaging, 24 h | 0.35% of 340,000 active; in the data active means inhibition above about 50%, passing the limit was not always enough; further: some results filed as inactive read as strong as hits
Exocytosis inh: lytic granule exocytosis inhibition. inhibition, % at 10 µM. 0.66% of 360,000 active. TALL-104 LAMP-1 surface exposure, flow cytometry; cells stimulated with thapsigargin and PMA. AID 651702;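 active means inhibition above about 55%, limit read from the data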
NR2E3 ag-1: human photoreceptor-specific nuclear receptor agonism. Q9Y5X4. CHO-S Gal4-NCOR/VP16-NR2E3 two-hybrid, luciferase. inhibition of corepressor binding, % at 3.98 µM. 0.35% of 360,000 active. AID 602229;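 active means inhibition above the mean of all tested compounds plus 3 SD, cut at about 70% in these data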;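 further: 0% = DMSO with NR2E3 transfected cells and 100% = cells lacking NR2E3 construct; higher means lower luciferase signal from less NR2E3 corepressor binding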
Target sequence (Q9Y5X4 whole entry, looked up, the tested form may be a part): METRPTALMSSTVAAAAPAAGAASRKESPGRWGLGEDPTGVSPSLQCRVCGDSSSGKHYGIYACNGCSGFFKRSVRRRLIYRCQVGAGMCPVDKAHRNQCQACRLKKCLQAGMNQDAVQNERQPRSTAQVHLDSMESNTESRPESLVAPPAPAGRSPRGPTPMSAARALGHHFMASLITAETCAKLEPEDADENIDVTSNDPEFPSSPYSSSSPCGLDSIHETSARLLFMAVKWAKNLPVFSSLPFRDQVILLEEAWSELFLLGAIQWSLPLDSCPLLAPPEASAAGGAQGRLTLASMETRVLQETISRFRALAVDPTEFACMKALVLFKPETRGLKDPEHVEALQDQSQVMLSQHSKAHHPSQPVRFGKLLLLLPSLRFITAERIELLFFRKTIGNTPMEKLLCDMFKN
NR2E3 ag-2: agonists of human nuclear receptor NR2E3. Q9Y5X4. GST-NR2E3/biotin-RetCOR TR-FRET, 1536-well. inhibition of corepressor binding, % at 4.78 µM. 0.12% of 320,000 active. AID 2300;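 active means percent inhibition above the cutoff of mean plus 3 SD of all tested compounds, set per screening campaign, cut at about 20% in these data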;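 further: 0% = DMSO wells and 100% = biotin wells as full block of FRET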
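System: GST-tagged NR2E3 plus biotinylated RetCOR corepressor; Buffer or medium: pH 7.5 Tris-based buffer; Probe or stimulus: RetCOR corepressor, biotinylated, 7 nM; Doses: compound at 4.8 µM, single dose; Schedule: 5 h incubation at 4 °C; Technique: time-resolved FRET; Evaluation: percent inhibition of TR-FRET ratio; Replication: one well per compound, singlicate testing.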
HIF-2a inh: inhibitors of HIF-2a | 786-0 RCC cells HIF-2a reporter, luciferase luminescence, overnight | inhibition, % at 18.8 µM | 0.72% of 360,000 active | AID 624352;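 active means inhibition of the luminescence signal of 40% or more relative to plate controls, in a single-dose primary screen at 18.75 µM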
aDG glyco act: alpha-DG glycosylation activation; Pro5-aDG cells, alpha-DG glycosylation AlphaScreen (IIH6); 0% Pro5, 100% B10-LARGE cell signal; activation, % at 10 µM; 0.22% of 360,000 active; AID 624168;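 active means activation of at least 8% versus controls, or a plate z-score of at least 8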;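 further: Pro5 are CHO cells carrying HIG-tagged alpha-DG that lacks glycosylation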
Peg3 promoter: inhibitors of Peg3 promoter | HeLa PEG-Prom luciferase reporter, luminescence, overnight | inhibition, % at 20 µM | 1.7% of 360,000 active | AID 588405;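 active means inhibition of at least 50% at 20 µM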
hiPSC survival: enhancers of human iPSC single-cell survival | survival enhancement, % at 20 µM | 0.044% of 360,000 active | hiPSC single-cell survival, ATPlite luminescence; 100% = ROCK inhibitor wells, 0% = DMSO | AID 602274; in the data active means survival enhancement above about 18%;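 further: cells exposed to compounds for 16 hours before the ATP read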
PDI inh: PDI (human) enzyme inhibition; P07237; PDI insulin aggregation turbidity, A650, 90 min; inhibition, % at 10 µM; 0.052% of 350,000 active; AID 588391;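 active means mean inhibition across replicates of 30% or more, whatever share of single replicates reach that level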;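 further: absorbance from insulin aggregation driven by PDI reduction with DTT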
Target sequence (P07237 whole entry, looked up): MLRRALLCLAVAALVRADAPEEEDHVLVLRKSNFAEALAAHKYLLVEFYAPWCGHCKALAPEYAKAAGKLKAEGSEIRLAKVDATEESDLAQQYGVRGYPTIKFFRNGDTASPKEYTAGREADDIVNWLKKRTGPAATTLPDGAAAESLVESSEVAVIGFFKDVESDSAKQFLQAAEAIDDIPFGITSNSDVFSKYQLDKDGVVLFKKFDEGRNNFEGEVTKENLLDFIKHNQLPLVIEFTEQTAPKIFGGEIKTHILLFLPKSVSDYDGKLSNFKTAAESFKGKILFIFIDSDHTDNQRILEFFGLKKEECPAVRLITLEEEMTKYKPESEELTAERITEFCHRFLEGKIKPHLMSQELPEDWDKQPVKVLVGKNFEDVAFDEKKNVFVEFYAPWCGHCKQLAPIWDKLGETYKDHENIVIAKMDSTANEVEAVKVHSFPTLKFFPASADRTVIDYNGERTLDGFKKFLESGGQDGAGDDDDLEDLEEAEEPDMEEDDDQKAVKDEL
* hit, by the source's call; / = no result given.

SMILES	CaV13 ICDI inh	TRPM1 prom inh	Vif imaging	Exocytosis inh	NR2E3 ag-1	NR2E3 ag-2	HIF-2a inh	aDG glyco act	Peg3 promoter	hiPSC survival	PDI inh
COc1ccc(N(CC(=O)Nc2cc(C)cc(C)c2)S(=O)(=O)c2ccccc2[N+](=O)[O-])c(OC)c1	-17	2	-4	-11	-8	3	12	0.2	17	2.4	8
CC1=C(C(=O)Nc2cc(C(=O)N3CCN(c4cccc(C)c4C)CC3)ccc2C)SCCO1	-3	0	-2	3	-2	0	-5	-0.2	20	0.8	-2
O=C(CSc1nnc(NC(=O)c2ccccc2C(=O)O)s1)Nc1ccccc1Cl	-4	8	-5	13	1	1	8	0.2	1	-2.7	0
COc1ccc2nc(NC(=O)c3ccc(Br)s3)sc2c1	/	-53	/	0	-176	1	-207	-0.1	-307	-3.1	-1
COc1ccccc1N(CC(=O)NCCSc1ccccc1)S(=O)(=O)c1ccccc1	-3	6	-10	11	1	-3	32	0.0	18	0.1	-2
COC(=O)c1scc(C)c1N/N=C(\C)c1ccc(F)cc1	-4	23	-4	0	-10	-4	-12	0.1	-2	8.6	6
FC(F)Oc1cccc(NC(=S)N2CCN(c3ccccn3)CC2)c1	0	5	28	-3	13	0	18	-0.4	10	1.6	3
Nc1c(C(=O)Nc2ccccc2)sc2nc3c(c(-c4ccco4)c12)CCCC3	/	-20	12	-1	-55	6	-164	0.4	-52	0.5	-13
CCc1nnc(NC(=O)CSc2nnc(CNc3ccc(C)cc3)n2C)s1	-2	-16	5	-3	12	0	-4	-0.2	3	0.6	-3
CCC(C)[C@H](NC(=O)N1CCC(Cc2ccccc2)CC1)C(=O)O (stereo partly specified)	-3	7	-10	20	-15	0	11	-0.1	10	-0.7	-7
Cc1nn(C)c(C)c1/C=N/NC(=O)CCn1nc(C)c([N+](=O)[O-])c1C	-5	0	-7	-2	-24	3	12	-0.2	10	-1.9	4
CCC(=O)Nc1ccc(C(=O)CSc2nnc(-c3ccc(O)cc3)n2CC2CCCO2)cc1 (stereo unspecified)	-9	-2	-2	-1	8	-2	5	0.3	12	0.4	1
CCC(C)NCC(=O)Nc1ccc(S(N)(=O)=O)cc1 (stereo unspecified)	-4	-9	3	9	9	-1	13	-0.2	-3	0.2	0
CCCCNC(=O)C1(C)CCN1C(=O)c1ccc(C(F)(F)F)nc1C (stereo unspecified)	-7	/	16	-8	-31	/	11	0.0	5	3.7	-2
CCCCCN(C(=O)CCC(=O)OCc1cccc(Cl)c1)c1c(N)n(CCCC)c(=O)[nH]c1=O	-4	3	14	5	-20	-1	5	0.2	23	-0.4	-5
Cc1cc(Cl)nc2ccc(Cc3ccc4nc(Cl)cc(C)c4c3)cc12	-19	0	-5	-17	-21	3	-6	1.0	5	-0.4	-1
CC[C@@H](C)[C@@H]1CN([C@@H](C)CN2CCC[C@H]2CN2C(N)=NC[C@H]2CC(C)C)C(=N)N1CCCC1CCCC1	-7	4	-1	1	-7	/	7	0.0	-10	2.0	6
CS(=O)(=O)Nc1ccc2c3c(cccc13)CC2	/	-4	-1	-5	0	4	11	0.0	-8	20*	2
O=C(NC1CCCCC1)c1cc(S(=O)(=O)N2CCCCC2)ccc1N1CCOCC1	-5	1	12	10	-19	4	1	0.0	5	-0.6	5
CCOC(=O)CN=C1CC(C)(C)CC2=C1Sc1ncnc(N(C)C)c1N2	-9	13	/	-3	1	2	2	0.1	12	0.4	2
Cc1cc(Nc2ccc3c(c2)OCCO3)c2ccccc2n1	-5	2	1	2	-12	1	14	0.6	5	-0.7	2
OCc1cc(-c2ccccn2)no1	-10	-4	5	-3	-8	3	-4	0.0	-9	0.5	-7
COc1ccccc1C(=O)NNC(=O)CCC(=O)NCc1ccccc1	-3	21	20	-2	-8	0	27	0.1	15	0.3	-9
Cc1ccc(-n2nc3c(=O)n(C(C)C(=O)NCc4ccc5c(c4)OCO5)nc(C)c3c2C)cc1 (stereo unspecified)	-15	29	-7	1	-12	-2	10	0.4	18	-0.5	-6
CS(=O)(=O)N1N=C(c2cccs2)CC1c1ccc(F)cc1 (stereo unspecified)	-1	8	-11	1	4	0	-55	0.0	-17	0.1	-12
C[C@H](CO)N1C[C@H](C)[C@@H](CN(C)C(=O)Nc2ccc3c(c2)OCCO3)OCc2cnnn2CCCC1=O	-4	/	-1	-2	63	/	-58	0.2	-30	0.0	6
O=C(Nc1cc(Cl)cc(Cl)c1)C(NCC1CCCO1)c1ccccc1 (stereo unspecified)	-4	-7	11	-15	-12	-2	20	0.3	29	2.8	-3
O=C(Nc1ccc(-n2cnnn2)cc1)C1CCCCC1	/	3	-9	3	-11	2	12	0.3	-11	-1.7	-3
C=CCn1c(NCc2cc(Cl)ccc2O)nc2ccccc21	-4	5	-15	9	-3	-3	5	0.4	-8	0.3	-6
Cc1ccc(-c2nnc(NC(=O)CCS(=O)(=O)c3ccc(F)cc3)o2)c(C)c1	-6	1	-1	12	-18	-2	-1	-0.1	-1	-0.1	-4
O=C1c2cccnc2C(=O)N1Cc1ccc(S(=O)(=O)N2CCN(c3ccccc3)CC2)cc1	-2	6	2	0	-13	2	6	0.4	6	-0.6	8
CCOc1ccc(-c2noc(CCC(=O)NC3CCCCC3)n2)cc1OC	-4	-20	12	-9	-13	1	2	0.1	-35	-0.4	-9
CCn1nc(C)c(Br)c1C(=O)Sc1ccccc1Cl	-4	11	9	69*	-8	0	16	0.0	41	-0.5	4
COCCN(C(=O)/C=C/c1ccccc1)c1c(N)n(Cc2ccccc2)c(=O)[nH]c1=O	2	4	-9	-5	14	0	11	-0.3	2	5.7	9
CC(C)NC(=O)NC(=O)COC(=O)Cc1c(F)cccc1Cl	-9	2	/	-1	-4	-5	11	-0.1	7	-0.6	6
CSC1CCCCC1(O)CSc1nc2c(cc1C#N)CCCC2 (stereo unspecified)	/	-15	1	-2	14	-1	24	0.0	19	4.9	2
CC(=O)C1=C(O)C(=O)N(c2cccc(Br)c2)C1c1ccccc1Cl (stereo unspecified)	-2	6	1	-4	-5	7	17	-0.1	-10	-0.5	16
COc1cc2c(cc1OC)[C@H](C)N(C(=O)COc1ccccc1)CC2	-21	1	3	-6	-24	1	4	0.3	14	0.7	0
COc1ccc(C(CNc2ccc(S(C)(=O)=O)cc2[N+](=O)[O-])N(C)C)cc1OC (stereo unspecified)	-3	2	-10	2	26	2	11	-0.3	3	0.4	-18
Cc1cccc(C)c1NC(=O)Cn1c(=O)c2cccn2c2ccccc21	-10	-5	-5	-3	-7	1	0	0.4	5	-0.3	-2

Twelve entries from above, ordered by number of heavy atoms, descending:
SMILES	CaV13 ICDI inh	TRPM1 prom inh	Vif imaging	Exocytosis inh	NR2E3 ag-1	NR2E3 ag-2	HIF-2a inh	aDG glyco act	Peg3 promoter	hiPSC survival	PDI inh
CCCCCN(C(=O)CCC(=O)OCc1cccc(Cl)c1)c1c(N)n(CCCC)c(=O)[nH]c1=O	-4	3	14	5	-20	-1	5	0.2	23	-0.4	-5
O=C1c2cccnc2C(=O)N1Cc1ccc(S(=O)(=O)N2CCN(c3ccccc3)CC2)cc1	-2	6	2	0	-13	2	6	0.4	6	-0.6	8
O=C(NC1CCCCC1)c1cc(S(=O)(=O)N2CCCCC2)ccc1N1CCOCC1	-5	1	12	10	-19	4	1	0.0	5	-0.6	5
Nc1c(C(=O)Nc2ccccc2)sc2nc3c(c(-c4ccco4)c12)CCCC3	/	-20	12	-1	-55	6	-164	0.4	-52	0.5	-13
CCOc1ccc(-c2noc(CCC(=O)NC3CCCCC3)n2)cc1OC	-4	-20	12	-9	-13	1	2	0.1	-35	-0.4	-9
COc1ccccc1C(=O)NNC(=O)CCC(=O)NCc1ccccc1	-3	21	20	-2	-8	0	27	0.1	15	0.3	-9
Cc1cc(Cl)nc2ccc(Cc3ccc4nc(Cl)cc(C)c4c3)cc12	-19	0	-5	-17	-21	3	-6	1.0	5	-0.4	-1
CCC(C)[C@H](NC(=O)N1CCC(Cc2ccccc2)CC1)C(=O)O (stereo partly specified)	-3	7	-10	20	-15	0	11	-0.1	10	-0.7	-7
CC(C)NC(=O)NC(=O)COC(=O)Cc1c(F)cccc1Cl	-9	2	/	-1	-4	-5	11	-0.1	7	-0.6	6
O=C(Nc1ccc(-n2cnnn2)cc1)C1CCCCC1	/	3	-9	3	-11	2	12	0.3	-11	-1.7	-3
CCn1nc(C)c(Br)c1C(=O)Sc1ccccc1Cl	-4	11	9	69*	-8	0	16	0.0	41	-0.5	4
OCc1cc(-c2ccccn2)no1	-10	-4	5	-3	-8	3	-4	0.0	-9	0.5	-7

Following part:
SMILES	CaV13 ICDI inh	TRPM1 prom inh	Vif imaging	Exocytosis inh	NR2E3 ag-1	NR2E3 ag-2	HIF-2a inh	aDG glyco act	Peg3 promoter	hiPSC survival	PDI inh
Cc1ccccc1CC(=O)NC1CCN(C)CC1	-7	12	-3	-2	-17	/	16	0.1	5	0.3	18
Cc1ccc(-c2noc(CN(C)C(=O)Nc3ccc(F)cc3)n2)cc1	1	1	1	8	33	-3	3	0.0	2	-2.4	-8
CCOC(=O)c1cnc2c(C)cc(C)cc2c1NCCCN1CCOCC1	-3	-2	-4	3	-15	/	14	0.4	22	-0.4	-8
COc1ccc(C(=O)NCc2nnc(SCC(=O)Nc3cc(OC)ccc3OC)o2)cc1	-7	-3	0	-2	-6	-1	15	-0.5	4	0.0	-18
O=C1CN2NC(=S)N(c3ccc(Cl)cc3)C2=CN1c1ccc(Cl)cc1	5	-8	9	-1	5	-2	13	0.0	-2	1.4	-5
CCCC(=O)NC(=S)N1CCN(c2ccc([N+](=O)[O-])cc2)CC1	-4	18	7	-7	1	2	12	0.4	9	-1.6	-7

Assay outcomes as filed in PubChem BioAssay.
